RGS4 inh = inhibitors of human RGS4 | P49798 | B-score at 10 µM | AID 463165 | 0.45% of 310,000 active | HEK293 M3R/RGS4 inducible, Fluo-4 calcium flux; stronger effect = higher value; triggered by carbachol at its EC20;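 active = B-score, a plate-corrected calcium signal, over three deviations above library mean, with baseline fluorescence within five deviations of library mean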;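 note: RGS4 expression induced by doxycycline in cells with stable M3 receptor; B-score is computed from the integrated fluorescence ratio over baseline after carbachol; higher B-score means a larger calcium signal and so more RGS4 inhibition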
Target sequence (P49798 whole entry, looked up): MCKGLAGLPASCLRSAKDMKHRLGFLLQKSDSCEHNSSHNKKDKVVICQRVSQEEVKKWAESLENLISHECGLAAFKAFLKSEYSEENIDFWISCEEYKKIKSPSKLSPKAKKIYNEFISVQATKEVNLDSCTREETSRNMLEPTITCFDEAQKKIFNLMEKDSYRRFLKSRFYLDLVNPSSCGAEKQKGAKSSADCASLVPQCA
ANO1 activ = activates or potentiates the mouse TMEM16A chloride channel; Q8BHY3; HEK293 TMEM16A/YFP-H148Q/I152L, iodide quench fluorescence; stronger effect = lower value; B-score at 10 µM; 0.3% of 340,000 active; AID 623877;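 active = fluorescence-ratio B-score plate-corrected deviation score at least 3 library SD below zero, with starting fluorescence score within 5 deviations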;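 note: channel opened by trigger with iodide after compound preincubation; score built on the fluorescence ratio of max minus min over baseline; more negative score means more quench and so TMEM16A activation or potentiation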
TRPC6 act = mouse TRPC6 channel activation; Q61143; AID 2550; 0.13% of 310,000 active; HEK293-TRPC6 membrane potential dye fluorescence; stronger effect = higher value; B-score at 10 µM;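 active = B-score of the integrated fluorescence ratio above library mean plus 3 SD, and starting fluorescence ratio within library mean plus 5 SD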;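 note: higher score means more depolarization so channel activation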
Target sequence (Q61143 whole entry, looked up): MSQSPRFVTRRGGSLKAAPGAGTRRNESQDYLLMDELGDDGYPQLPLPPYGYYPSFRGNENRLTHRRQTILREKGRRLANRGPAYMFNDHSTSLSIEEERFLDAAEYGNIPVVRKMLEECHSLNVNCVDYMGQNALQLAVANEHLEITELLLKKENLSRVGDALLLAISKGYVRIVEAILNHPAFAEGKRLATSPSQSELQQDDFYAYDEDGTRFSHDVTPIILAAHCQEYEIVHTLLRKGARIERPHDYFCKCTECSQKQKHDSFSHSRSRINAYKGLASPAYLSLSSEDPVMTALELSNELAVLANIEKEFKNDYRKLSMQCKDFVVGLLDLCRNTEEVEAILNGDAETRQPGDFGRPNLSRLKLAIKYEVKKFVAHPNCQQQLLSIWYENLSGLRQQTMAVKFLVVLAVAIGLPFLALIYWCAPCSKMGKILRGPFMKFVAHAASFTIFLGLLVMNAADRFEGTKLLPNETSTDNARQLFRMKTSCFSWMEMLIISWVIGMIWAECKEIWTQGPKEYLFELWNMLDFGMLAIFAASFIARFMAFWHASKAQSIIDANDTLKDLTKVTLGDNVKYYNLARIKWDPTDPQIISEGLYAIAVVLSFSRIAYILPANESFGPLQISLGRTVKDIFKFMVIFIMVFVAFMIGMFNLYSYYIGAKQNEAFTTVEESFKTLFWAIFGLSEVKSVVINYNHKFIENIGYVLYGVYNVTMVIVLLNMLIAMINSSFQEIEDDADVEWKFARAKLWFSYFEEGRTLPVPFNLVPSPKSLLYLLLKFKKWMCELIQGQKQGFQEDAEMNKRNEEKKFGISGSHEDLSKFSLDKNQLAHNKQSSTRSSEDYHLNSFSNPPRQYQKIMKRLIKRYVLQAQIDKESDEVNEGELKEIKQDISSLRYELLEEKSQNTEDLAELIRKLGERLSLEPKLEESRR
TRPC4 inh = TRPC4 (mouse) channel inhibition; AID 2247; 0.39% of 300,000 active; HEK293 TRPC4beta/mu-opioid, DAMGO-evoked Fluo4 calcium flux; stronger effect = lower value; Q9QUQ5; B-score at 10 µM;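 active = B-score over 3 SD under the library average, no early fluorescence shift, positive overall ratio signal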
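Material: HEK293 cells with stable TRPC4beta plus mu-opioid receptor expression / Probe or stimulus: DAMGO in two steps, submaximal then maximal / Compound: single concentration per test compound / Technique: kinetic Fluo4 fluorescence imaging of calcium influx / Read-out: per-well B score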
MrgX1 PAM = human MrgX1 positive allosteric modulation, primary screen. 0.63% of 310,000 active. B-score at 10 µM. Q96LB2. MrgX1-HEK293, Fluo-4 calcium flux, FDSS; stronger effect = higher value. AID 588675;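 active = plate-corrected calcium response at least 3 library SD above typical, normal starting fluorescence, not activating the receptor alone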;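 note: compound read alongside a low EC10 to EC30 dose of BAM8-22 agonist; peak minus trough fluorescence over baseline measured at the second addition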
TRPC4 agonist = opens the mouse TRPC4 cation channel. Q9QUQ5. HEK293 TRPC4beta/mu-opioid, Fluo4 calcium fluorescence; stronger effect = higher value. B-score at 10 µM. 0.49% of 310,000 active;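 active = B-score above 5 SD of library B-scores, and initial fluorescence ratio not above library mean plus 5 SD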;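 note: positive B-score marks a calcium rise read as TRPC4 activation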
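Incubation: 45 min room-temperature Fluo4 loading, 110 s read / System: HEK293 cells stably co-expressing mouse TRPC4beta and mu-opioid receptor / Signal: Fluo4 fluorescence, kinetic / Control set: buffer (low) and maximal DAMGO (high) / Measure: integrated baseline-normalised fluorescence ratio, converted to per-well B score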
MrgX1 ag = human MrgX1 receptor agonism, primary screen | 0.44% of 310,000 active | B-score at 10 µM | MrgX1-HEK293 cells, Fluo-4 calcium fluorescence, agonist mode; stronger effect = higher value | AID 588627;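 active = calcium response B-score plate-corrected fluorescence ratio at least 3 library SD, with starting fluorescence B-score inside 5 SD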
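Material: MrgX1-expressing HEK293 cells / Dosing: compound as first of three additions / Incubation: overnight seeding, then 1 h dark dye loading / Signal: Fluo-4 NW calcium fluorescence / Evaluation: B-scored fluorescence response ratio / Benchmarks: positive and negative control wells on each plate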
MrgX1 antag = blocks BAM8-22 activation of human MrgX1 receptor; Q96LB2; MRGX1-HEK293 calcium flux, Fluo-4, BAM8-22 antagonism; stronger effect = lower value; B-score at 10 µM; 1.3% of 310,000 active;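 active = calcium-response B-score plate-corrected more than 3 library SD below zero, starting fluorescence within 5 deviations, no agonist response on first addition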;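 note: peak minus trough fluorescence over baseline after final BAM8-22 challenge near maximal dose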
TRPC6 inh = blocks the mouse TRPC6 cation channel; 1.1% of 310,000 active; HEK293-TRPC6, membrane potential dye, ACh-evoked depolarization; stronger effect = lower value; Q61143; B-score at 10 µM;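 active = B-score under library mean minus 3 SD, initial fluorescence not abnormally high, positive integrated signal ratio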;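 note: B-score derived from integrated fluorescence ratio over the kinetic read; more negative B-score means stronger inhibition of depolarization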
TRPC4 PAM = allosterically enhances the mouse TRPC4 cation channel; Q9QUQ5; HEK293 TRPC4beta/mu-opioid, DAMGO EC20, Fluo-4 Ca2+ flux; stronger effect = higher value; B-score at 10 µM; 0.42% of 310,000 active;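 active = B-score of calcium response area above 5 SD of library B-scores, with initial fluorescence ratio within 5 SD of library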;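 note: B-score of integrated fluorescence ratio over time as area under calcium response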
TMEM16A inh = mouse TMEM16A channel inhibition, primary screen; Q8BHY3; HEK293 TMEM16A/YFP iodide influx fluorescence, ionomycin; normalized B-score (activity score, 25-100; higher = stronger inhibition) at 10 µM; 1.2% of 310,000 active;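 active = ratio plate-corrected score three or more library SD toward inhibition, starting fluorescence score within five deviations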;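 note: score derived from kinetic fluorescence span divided by baseline fluorescence per well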
* hit, by the source's call; i = inactive; · = no result given.

Second line of a record: RGS4 inh	ANO1 activ	TRPC6 act	TRPC4 inh	MrgX1 PAM	TRPC4 agonist	MrgX1 ag	MrgX1 antag	TRPC6 inh	TRPC4 PAM	TMEM16A inh
> Cc1ccc(C(=O)N2CCCC(Nc3ccc(F)c(F)c3)C2)cn1 (configuration not stated)
→ i	i	i	i	i	i	i	i	i	i	i
> O=c1c2ccccc2nc2n1C1(CCCCC1)Cc1ccccc1-2
→ i	i	i	i	i	i	i	i	i	i	i
> Fc1ccc(N=C2NN=C(c3cc(F)ccc3F)CS2)cc1
→ ·	i	·	·	i	·	i	i	·	·	i
> CC(Cc1ccc(Cl)cc1)N1CCC(n2nccc2NC(=O)C2CCCC2)CC1 (configuration not stated)
→ i	i	i	i	i	i	i	i	i	i	i
> Cc1c(Cl)cccc1NC(=O)CNC(=O)c1ccco1
→ i	i	i	i	i	i	i	i	i	i	i
> Cc1ccc(CNC(=O)c2cnc3ccccc3n2)cc1
→ i	i	i	i	i	i	i	i	i	i	i
> Cc1ccc2[nH]c(C(=O)N/N=C/c3ccccc3O)c(C)c2c1
→ i	i	i	i	i	i	i	i	i	i	i
> O=C(COc1ccccc1)NCC1COc2ccccc2O1 (configuration not stated)
→ i	i	i	i	i	i	i	i	i	i	i
> Cc1nn(CC(=O)Nc2ccccn2)c(C)c1Br
→ i	i	i	i	i	i	i	i	i	i	i
> COc1cc(C2C(C(=O)c3ccc(C)o3)=C(O)C(=O)N2c2cc(C)on2)ccc1OCc1ccccc1 (configuration not stated)
→ i	i	i	i	i	i	i	i	i	i	i
> Cc1cc(C)c(S(=O)(=O)N2CCCOC2CNC(=O)C(=O)NCc2ccncc2)c(C)c1 (configuration not stated)
→ i	i	i	i	i	i	i	i	i	i	i
> COCc1cc(C)nc(SCC(=O)Nc2cccc(C)c2C)c1C#N
→ i	i	i	i	i	i	i	i	i	i	i
> Cn1ccnc1SCC(=O)Nc1ccc2c(c1)OCO2
→ i	i	i	i	i	i	i	i	i	i	i
> CN(C)c1ccc(N=Nc2nc3ccccc3n2C)cc1
→ i	i	i	i	i	i	i	i	i	i	i
> CC(C)CCCN1CCN=C1Nc1ccccc1
→ i	i	i	i	i	i	i	i	i	i	i
> CCCC(C)C(=O)Nc1ccc(S(=O)(=O)Nc2nccc(C)n2)cc1 (configuration not stated)
→ i	i	i	i	i	i	i	i	i	i	i
> CC(=O)N1CCOc2ccc(S(=O)(=O)NCC3CCC(C(=O)Nc4ncccc4C)CC3)cc21 (configuration not stated)
→ i	i	i	i	i	i	i	i	i	i	i
> COc1ccc(N2C(=O)N(Cc3ccc(C)cc3)c3ccccc3S2(=O)=O)cc1
→ i	i	i	i	i	i	i	i	i	i	i
> COc1cccc(OCC(=O)O)c1
→ i	i	i	i	i	i	i	i	i	i	i
> CC(C)[C@H](NC(=O)OCc1ccccc1)C(=O)OCC(=O)Nc1c(F)cccc1F
→ i	i	i	i	i	i	i	i	i	i	i
> COCCn1c(=O)[nH]c(=O)c2c(C(F)(F)F)cc(-c3cccs3)nc21
→ i	i	i	i	i	i	i	i	i	i	i
> O=S(=O)(Nc1ccc(C(F)(F)F)cc1)c1cccs1
→ i	i	i	i	i	i	i	i	i	i	i
> O=C(CCCOc1ccccc1)NN1C(=O)NC2(CCCCC2)C1=O
→ i	i	i	i	i	i	i	i	i	i	i
> CCC(=O)NC(Cc1ccccc1)c1ccc2c(c1)OCCCO2 (configuration not stated)
→ i	i	i	i	i	i	i	i	i	i	i
> Cc1nc2sc(C(=O)Nc3ccccc3Cc3ccccc3)c(C)c2c(=O)[nH]1
→ i	i	i	i	i	i	i	i	i	i	i
> OCC[C@@H]1C[C@@H](O)[C@H](O)[C@@]2(CCc3ccccc3CO2)O1
→ i	i	i	i	i	i	i	-5.01*	i	i	i
> CC(=O)c1sc(N/N=C\c2cccc(Br)c2)nc1C
→ i	i	i	i	i	i	i	i	i	i	i
> Cc1ccc(C)n1C1CCS(=O)(=O)C1 (configuration not stated)
→ i	i	i	i	i	i	i	i	i	i	i
> CCCCn1c(=O)[nH]c(=O)c2c1nc(CN1C(=O)c3ccccc3S1(=O)=O)n2CCC
→ i	i	i	i	i	i	i	i	i	i	i
> CCn1c(O)c(/C=N/N=C2CCCC2)c2ccc(C3=NNC(=O)CC3)cc21
→ i	i	i	i	i	i	i	i	i	i	i
> O=C(NCc1ccc(F)cc1)c1cc(C(=O)C2CC2)c[nH]1
→ i	i	i	i	i	i	i	i	i	i	i
> Cc1c(NCc2cccnc2)cccc1C(=O)O
→ i	i	i	i	i	i	i	i	i	i	i
> Nc1ccnn1Cc1ccc(Br)s1
→ i	i	i	i	i	i	i	i	i	i	i
> COc1ccccc1-n1cnc2cc(NCc3ccccn3)ccc21
→ i	i	i	i	i	i	i	i	i	i	i
> C=CCn1c(SCC2=C(C(=O)OCC)C(C)NC(=O)N2)nnc1C1CCCCC1 (configuration not stated)
→ i	i	i	i	i	i	i	i	i	i	i
> NNC(=O)c1cc2sccc2s1
→ i	i	i	i	i	i	i	i	i	i	i
> O=C(CSc1ccc2ccccc2c1)Nn1cnnc1
→ i	i	i	i	i	i	i	i	i	i	i
> COc1ccc2c(c1)c(C(=O)N/N=C/c1ccc(Br)cc1)c(C)n2C
→ i	i	i	i	i	i	i	i	i	i	i
> CCc1ccccc1NNC(=O)c1cc(C)on1
→ i	i	i	i	i	i	i	i	i	i	i
> COCc1cc(=O)n2[nH]c(SCc3ccccc3)nc2n1
→ i	i	i	i	i	i	i	i	i	i	i
> Fc1ccc(/C=N/N2CCN(Cc3ccccc3)CC2)cc1
→ i	i	i	i	i	i	i	i	i	i	i
> CC1CC(C)CN(C/C=C/c2ccccc2[N+](=O)[O-])C1 (configuration not stated)
→ i	·	i	i	i	i	i	i	-10.9*	i	i
> S=C(Nc1ccc(Br)cc1Cl)N1CCN(c2ccccn2)CC1
→ i	i	i	i	i	i	i	i	i	i	i
> CC(C)NC(=O)COC(=O)/C=C/c1ccc(F)cc1
→ i	i	i	i	i	i	i	i	i	i	i
> O=C(Nc1ccc2c(c1)OCO2)C1CC(=O)N(c2ccc(F)cc2)C1 (configuration not stated)
→ i	i	i	i	i	i	i	i	i	i	i
> CCOC(=O)c1c(-c2cccs2)csc1NC(=O)CC(C)C
→ i	i	i	i	i	i	i	i	i	i	i
> CC(C)(C)NC(=O)CN(Cc1cccs1)C(=O)CNS(=O)(=O)c1ccccc1
→ i	i	i	i	i	i	i	i	i	i	i
> COc1c(C)cc(Br)cc1C(=O)NCc1cccnc1
→ i	i	i	i	i	i	i	i	i	i	i
> CS(=O)(=O)N1CCN(c2ccccc2NC(=O)c2ccc([N+](=O)[O-])o2)CC1
→ i	i	i	i	i	i	i	i	i	i	i
> Cc1cc2oc(C(=O)Nc3cccnc3)c(C)c2cc1C
→ i	i	i	i	i	i	i	i	i	i	i

(continued)
Second line of a record: RGS4 inh	ANO1 activ	TRPC6 act	TRPC4 inh	MrgX1 PAM	TRPC4 agonist	MrgX1 ag	MrgX1 antag	TRPC6 inh	TRPC4 PAM	TMEM16A inh
> CCC(C)NCC(=O)Nc1ccc(S(N)(=O)=O)cc1 (configuration not stated)
→ i	i	i	i	i	i	i	i	i	i	i
> Cc1nnc(SCC(=O)NC(=O)NC(C)C)s1
→ i	i	i	i	i	i	i	i	i	i	i
> O=C1CN(C(=O)c2ccccc2F)C(c2ccccc2)c2cc(F)ccc2N1 (configuration not stated)
→ i	i	i	i	i	i	i	i	i	i	i
> Cc1ccc(S(=O)(=O)NC(N)=NCCc2ccc(Cl)cc2)cc1C
→ i	i	i	i	i	i	i	i	i	i	i
> CC(=O)Nc1ccc(NC(=O)C/C(C)=N/NC(N)=S)cc1
→ i	i	i	i	i	i	i	i	i	i	i
> CCc1nc(SCC(=O)N2CCN(c3ccccc3)CC2)c2oc3ccccc3c2n1
→ i	i	i	i	i	i	i	i	i	i	i
> COCCCNC(=O)/C(C#N)=C1\N=C(NC(=O)c2cccs2)c2ccccc21
→ i	i	i	i	i	i	i	i	i	i	i
> O=C1NC(=S)N/C1=C/c1cccc([N+](=O)[O-])c1
→ i	i	i	i	i	i	i	i	i	i	i
> CCc1cc2c(CN3CCN(CC)CC3)cc(=O)oc2cc1O
→ i	i	i	i	i	i	i	i	i	i	i
> Cc1ccc(/C=N/N2CCCCC2)o1
→ i	i	i	i	i	i	i	i	i	i	i
> O/N=C1\CCc2cc(Cl)ccc21
→ i	i	i	i	i	i	i	i	i	i	i
> CC(C)CCn1c(=O)c2ccccc2c2ccccc2c1=O
→ i	i	i	i	i	i	i	i	i	i	i
> COc1ccccc1NC(=O)Cc1nnc(SCC(=O)NC2CCCC2)n1C
→ i	i	i	i	i	i	i	i	i	i	i
> Cc1ccc2c(c1C)NC(=O)C2(O)CC(=O)c1ccc2c(c1)OCO2 (configuration not stated)
→ i	i	i	i	i	i	i	i	i	i	i
> COc1ccc(OC)c(C2CC(=O)c3c([nH]c(C(=O)OC(C)C)c3C)C2)c1 (configuration not stated)
→ i	i	i	i	i	i	i	i	i	i	i
> CC1(C)CN(c2ccccc2)N(Cc2ccc(F)cc2)C1=O
→ i	i	i	i	i	i	i	i	i	i	i
> COc1ccc([N+](=O)[O-])cc1NC(=O)COC(=O)c1ccccc1C(=O)c1ccccc1
→ i	i	i	i	i	i	i	i	i	i	i
> COc1ccc(NC(=O)CSc2nnc(CNC(=O)c3ccco3)n2-c2ccccc2OC)cc1
→ ·	i	·	·	i	·	i	i	·	·	i
> O=C(O)Cc1ccc(NC(=O)Nc2cccc(Cl)c2)cc1
→ i	i	i	i	i	i	i	i	i	i	i
> Cn1ncc2c(=O)n(/N=C/c3ccccc3)cnc21
→ i	i	i	i	i	i	i	i	i	i	i
> O=C(OCc1nnc(-c2ccccc2)o1)c1cc2ccccc2cc1O
→ i	i	i	i	i	i	i	i	i	i	i
> COc1ccccc1Cn1c(=O)c2ccccc2n2c(SCC(=O)N3CCCCC3)nnc12
→ i	i	i	i	i	i	i	i	i	i	i
> Cc1cccc(NC(=S)N2CCC(N(C)CC3CCCO3)CC2)c1 (configuration not stated)
→ i	i	i	i	i	i	i	i	i	i	i

Compound activity: PubChem BioAssay, Johns Hopkins Ion Channel Center
